Screening results deposited in PubChem BioAssay by The Scripps Research Institute Molecular Screening Center.
M5 PAM: human M5 muscarinic receptor positive allosteric modulators, primary screen, CHO-K1 cells, Fluo-8 calcium fluorescence; Muscarinic acetylcholine receptor M5 (Homo sapiens), P08912; CHO-K1 hM5, ACh EC20 PAM; 0% = ACh EC20, 100% = ACh EC100; activation, % at 3 µM; 360,000 compounds, 0.3% hits; AID 624038, 2012;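 active = activation above the run cutoff, the mean activation of all test compounds plus 3 SD, cut at about 18% in these data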
Target sequence (P08912 whole entry, looked up): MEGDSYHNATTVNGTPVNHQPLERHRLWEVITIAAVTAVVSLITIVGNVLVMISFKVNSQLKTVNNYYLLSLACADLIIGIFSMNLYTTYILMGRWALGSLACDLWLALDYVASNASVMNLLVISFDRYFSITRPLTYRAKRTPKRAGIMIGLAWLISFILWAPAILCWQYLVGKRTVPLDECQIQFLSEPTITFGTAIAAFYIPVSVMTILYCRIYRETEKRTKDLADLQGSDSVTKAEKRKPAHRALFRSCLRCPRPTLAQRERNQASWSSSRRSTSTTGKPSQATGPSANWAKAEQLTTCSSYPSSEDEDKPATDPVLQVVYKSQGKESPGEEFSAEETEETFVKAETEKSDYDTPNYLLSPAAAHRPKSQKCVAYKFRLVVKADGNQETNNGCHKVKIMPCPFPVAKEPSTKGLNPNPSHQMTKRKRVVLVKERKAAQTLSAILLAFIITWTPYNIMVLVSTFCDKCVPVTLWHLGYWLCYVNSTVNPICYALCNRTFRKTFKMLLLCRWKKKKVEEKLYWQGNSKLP
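System: CHO-K1 hM5 cells. Reagent: acetylcholine, EC20 level. Compound dosing: single dose, 3 µM nominal final test concentration. Timing: Post-acetylcholine fluorescence recording 140 s. Detection: Fluo-8 calcium fluorescence. Read-out: % activation, ACh-normalized. Benchmarks: ACh EC20 and EC100 wells. Repeats: singlicate, one well per test compound.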
M4 antag: human M4 muscarinic receptor antagonists, primary screen, CHO cells, Fluo-8 calcium fluorescence. 360,000 compounds, 0.73% hits. CHO-hM4 cells, ACh EC80. Muscarinic acetylcholine receptor M4 (Homo sapiens), P08173. AID 624125, 2012. inhibition, % at 3 µM;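 active = inhibition above its plate's cutoff, the mean inhibition of sample wells plus 3 SD, cut at about 27% in these data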;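 note: 0% = acetylcholine EC80 with DMSO and 100% = DMSO without agonist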
CHRM4 agonist: human M4 muscarinic receptor agonists, primary screen, CHO-K1 cells, Fluo-8 calcium fluorescence | activation, % at 3 µM | Muscarinic acetylcholine receptor M4 (Homo sapiens), P08173 | 360,000 compounds, 0.14% hits | CHO-K1 hM4/Gqi5; vehicle 0%, full acetylcholine response 100%;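 active = activation above the run mean over all test wells plus 3 SD, cut at about 32% in these data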;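 note: peak over basal fluorescence ratio per well then scaled between controls; 0% = DMSO wells and 100% = acetylcholine at EC100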
TAAR1 ag: human TAAR1 agonists, primary screen, Fluo-8 calcium fluorescence, CHO RD-HGA16 cells | vehicle wells 0%, saturating PEA agonist 100% | activation, % at 3 µM | 360,000 compounds, 0.99% hits;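 active = activation above the mean activation of all test compounds in the run plus 3 SD, cut at about 38% in these data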
Target sequence (Q96RJ0 whole entry, looked up): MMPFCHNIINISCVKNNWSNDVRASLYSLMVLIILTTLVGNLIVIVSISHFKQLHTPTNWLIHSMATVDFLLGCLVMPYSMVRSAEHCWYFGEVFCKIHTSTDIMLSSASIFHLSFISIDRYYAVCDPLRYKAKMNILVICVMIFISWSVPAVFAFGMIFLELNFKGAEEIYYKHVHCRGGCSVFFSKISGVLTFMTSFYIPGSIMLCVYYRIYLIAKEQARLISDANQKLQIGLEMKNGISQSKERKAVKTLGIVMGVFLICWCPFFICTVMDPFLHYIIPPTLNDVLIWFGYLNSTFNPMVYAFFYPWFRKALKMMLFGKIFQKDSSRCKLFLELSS
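System: CHO RD-HGA16 cells carrying human TAAR1 plus Gα16; Incubation: 17-24 h seeding, 75 min 37 °C dye, 30 min RT; Measured by: Fluo-8 fluorescence, 5 s baseline then 140 s kinetic read; Control set: DMSO and PEA EC100; Replication: single well for each compound.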
CHRM1 antagonist: human M1 muscarinic receptor antagonists, primary screen, CHO-K1 cells, Fluo-8 calcium fluorescence, 1536-well; CHO-K1 hM1, ACh EC80 antagonist; 360,000 compounds, 1.3% hits; inhibition, % at 3 µM;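 active = percent inhibition above its own plate's cutoff, namely the mean of that plate's compound wells plus 3 SD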;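 note: peak over basal fluorescence ratio during 140 s after agonist addition; 0% = ACh EC80 plus DMSO and 100% = DMSO alone without agonist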
CHRM1 agonist: human M1 muscarinic receptor agonists, primary screen, Fluo-8 calcium fluorescence, CHO-K1 cells, HTS; 360,000 compounds, 0.33% hits; activation, % at 3 µM; CHO-K1 hM1, agonist mode; 0% DMSO, 100% acetylcholine EC100; AID 588814, 2011; Muscarinic acetylcholine receptor M1 (Homo sapiens), P11229;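 active = activation above the run's mean compound activation plus 3 SD, cut at about 16% in these data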;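 note: peak over basal fluorescence ratio within a 140 s kinetic read after compound addition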
CHRM1 PAM: human M1 muscarinic receptor positive allosteric modulators, primary screen, CHO-K1 cells, Fluo-8 calcium fluorescence, 1536-well; Muscarinic acetylcholine receptor M1 (Homo sapiens), P11229; CHO-K1 hM1, ACh EC20; 0% = ACh EC20, 100% = maximal ACh; activation, % at 3 µM; 360,000 compounds, 0.088% hits; in the data active = activation above about 19%, passing the limit was not always enough
M5 antag: human M5 muscarinic receptor antagonists, primary screen, CHO cells, Fluo-8 calcium fluorescence; 360,000 compounds, 0.59% hits; Muscarinic acetylcholine receptor M5 (Homo sapiens), P08912; CHO-hM5 cells, ACh EC80; inhibition, % at 3 µM;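 active = inhibition above a per-plate cutoff, the mean of that plate's test compounds plus 3 SD, cut at about 27% in these data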;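 note: 0% = acetylcholine EC80 with DMSO and 100% = DMSO without agonist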
CHRM5 agonist: human M5 muscarinic receptor agonists, primary screen, CHO-K1 cells, Fluo-8 calcium fluorescence | CHO-K1 hM5 cells; 0% DMSO wells, 100% maximal acetylcholine response | AID 624037, 2012 | Muscarinic acetylcholine receptor M5 (Homo sapiens), P08912 | 360,000 compounds, 0.19% hits | activation, % at 3 µM;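 active = activation above the run's mean over test compounds plus 3 SD, cut at about 23% in these data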;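 note: signal is peak over basal fluorescence ratio across the kinetic read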
* marks the source's active call; other numbers are inactive results; x = not tested or not shown. These rows are one share of the data, so the mix of outcomes need not match the whole.

mol | M5 PAM | M4 antag | CHRM4 agonist | TAAR1 ag | CHRM1 antagonist | CHRM1 agonist | CHRM1 PAM | M5 antag | CHRM5 agonist
CC(=Nc1ccc2c(c1)CCC2)c1c(O)n(C2CCCCC2)c(=O)[nH]c1=O | -3 | 5 | 0 | 7 | -2 | -5 | 4 | -7 | 2
CN(C)C(CNC(=O)Cc1ccc(Br)cc1)c1ccccc1 (stereo not drawn) | -2 | 1 | 1 | 2 | -5 | -11 | -7 | 11 | -6
O=C1NC(=S)NC(=O)C1=Cc1ccc(Br)s1 | -4 | -9 | 4 | 10 | -26 | 1 | 18 | -6 | 12
C[C@H]1CCC/C=C/C2C[C@H](O)CC2[C@H](O)/C=C/C(=O)O1 (stereo partly drawn) | -3 | -13 | 1 | x | -18 | -2 | 1 | -1 | 1
CCOP(=O)(OCC)C(NC(=O)c1ccccc1)=C(Cl)Cl | -1 | -1 | 1 | 2 | -14 | -2 | 8 | -6 | -3
N#CC1=C(N)Oc2c(c(=O)oc3ccccc23)C1c1ccncc1 (stereo not drawn) | 5 | -2 | 0 | 14 | -10 | -1 | 8 | -12 | 4
Clc1ccc2[nH]c3c(c2c1)CCNC3 | -2 | 10 | 9 | 23 | 5 | -5 | -5 | 3 | -19
CC1CCCCN1C(=O)Cn1cc(C=C2C(=O)N(C)C(=O)N(C)C2=O)c2ccccc21 (stereo not drawn) | -5 | 6 | 0 | 1 | 3 | -3 | -2 | 14 | -3
O=C(NP(=O)(N1CC1)N1CC1)c1cc(I)ccc1I | 2 | 4 | 0 | 1 | -13 | -1 | 6 | -3 | 4
CCCCn1c(O)c(C(CC)=NC(C)c2ccccc2)c(=O)[nH]c1=O (stereo not drawn) | -7 | 1 | 0 | 6 | -4 | 0 | 5 | 7 | 3
Cc1ccc(N)cc1C | 3 | -10 | 2 | 3 | -18 | 0 | 13 | -1 | 4
COC(=O)C1=C(c2ccccc2OCc2ccccc2)C[C@@H]2CC[C@H]1N2C(=O)NCc1ccc(Cl)cc1 | -18 | 1 | 5 | -1 | 8 | -3 | -1 | 17 | -6
CC(C)c1oc(=O)cc2c1[C@@H](O)[C@H]1OC(=O)[C@@]3(C)C[C@@H](O)[C@@H](O)[C@@]2(C)C13 (stereo partly drawn) | -3 | 5 | 2 | 2 | 8 | -2 | -6 | 3 | 7
O=C(CN1CCN(CCO)CC1)Nc1ccc(Cl)cc1C(=O)c1ccccc1 | 0 | -8 | 2 | 1 | -1 | -7 | 9 | -3 | -4
c1ccc(CNCCc2ccc3c(c2)OCO3)nc1 | 2 | -2 | 0 | 9 | -6 | -11 | 3 | -7 | -4
O=C(c1ccccc1)c1cn(CC(=O)N2CCCc3ccccc32)c2ccccc12 | -17 | 3 | 4 | 6 | 8 | -6 | -9 | 21 | -2
COc1ccc(C(=O)C2CCCN(Cc3ccc(C)s3)C2)cc1OC (stereo not drawn) | -4 | 15 | 0 | 0 | 53* | -7 | -26 | 2 | -18
COc1ccc2c(c1)C13CCN4CC5=CCOC6CC(=O)N2C1C6C5CC43 (stereo not drawn) | 0 | -7 | 2 | 10 | -5 | -1 | 7 | -1 | 2
Cc1[nH]nc2ccc(-c3cncc(OC[C@@H](N)Cc4c[nH]c5ccccc45)c3)cc12 | 2 | 2 | 1 | x | 5 | -12 | 0 | 9 | -1
CCOC(=O)C1(CCCc2ccccc2)CCN(C2CCCC2)CC1 | -14 | 3 | 2 | 2 | 12 | -14 | -18 | 2 | -9
Cc1nc2ccccc2c(=O)n1-c1ccncc1 | 1 | 9 | 0 | 2 | 7 | -2 | -3 | 6 | -4
CN1CN(c2cccc([N+](=O)[O-])c2)CN=C1N[N+](=O)[O-] | 7 | -12 | 1 | 2 | -12 | -2 | 12 | -21 | 0
CCC(C)C1NC(=O)C(NC(=O)C(CC(C)C)N(C)C(=O)C2CCCN2C(=O)C(C)O)C(C)OC(=O)C(Cc2ccc(OC)cc2)N(C)C(=O)C2CCCN2C(=O)C(CC(C)C)NC(=O)[C@H](C)C(=O)[C@H](C(C)C)OC(=O)CC1O (stereo partly drawn) | 6 | -15 | 0 | 0 | -34 | 0 | 16 | -10 | 5
CN(C)c1cc(N)c2c(n1)CCC2 (tested in a mixture with another compound) | 1 | -2 | 0 | 6 | 2 | -6 | 3 | -2 | 0
Cc1cc(NC(=O)CCl)nn1C | 6 | -8 | 1 | 0 | -10 | 2 | 14 | 5 | -1
N#CC(c1ccccc1)N1CCOCC1 (stereo not drawn) | 1 | 5 | 1 | 0 | 0 | 1 | 4 | 12 | 0
CC(=NCCc1ccccc1)c1c(O)[nH]c(=O)[nH]c1=O | 8 | 3 | 1 | 26 | -18 | -7 | 15 | 3 | -9
CN1CCN(c2ccc([N+](=O)[O-])c3cccnc23)CC1 | -1 | -13 | 1 | 6 | 6 | -5 | 0 | -4 | -7
CC1CN(c2ccccn2)C(C)CN1C(=O)C(O)(c1ccccc1)c1ccccc1 (stereo not drawn) | -19 | -1 | 3 | -2 | 25 | -9 | -20 | 4 | -10
CN1C(=O)NC(=O)/C(=C/c2ccc(C(=O)O)cc2)C1=O | 11 | -3 | 0 | 1 | -13 | 0 | 20 | -6 | 3
COc1ccc(-n2c(C)nc3cc(C(=O)N4CCC5(CC4)OCCO5)ccc32)cc1 | 1 | -3 | 0 | 1 | 1 | -3 | -1 | 6 | -3
Cc1ccc2c(c1)c(=O)c1c3n2CCN(CC#N)C3CC1 (stereo not drawn) | 2 | 1 | 0 | 10 | -9 | -2 | 9 | 3 | -4
O=c1[nH]c(=S)[nH]c(O)c1N=Nc1ccc2c(c1)OCO2 | 5 | -2 | 1 | 2 | -2 | -3 | 4 | 5 | -1
O=C(c1cc(F)ccc1F)C1CCCN(CCCc2ccccc2)C1 (stereo not drawn) | -17 | 32* | 0 | -2 | 36* | -9 | -26 | 12 | -9
O=C(Nc1ccc(Br)cc1)c1nn(C23CC4CC(CC(C4)C2)C3)cc1Br | 3 | -3 | 0 | 3 | 7 | -2 | -5 | -7 | -1
CC1([N+](=O)[O-])COP(=O)(Nc2cccc(Br)c2)OC1 (stereo not drawn) | 6 | -18 | 10 | 5 | -4 | 5 | 1 | 6 | 7

Reformatted: results already given
Values run as follows: M5 PAM, M4 antag, CHRM4 agonist, TAAR1 ag, CHRM1 antagonist, CHRM1 agonist, CHRM1 PAM, M5 antag, CHRM5 agonist
> Cc1cc(NC(=O)CCl)nn1C
→ 6, -8, 1, 0, -10, 2, 14, 5, -1
> N#CC(c1ccccc1)N1CCOCC1 (stereo not drawn)
→ 1, 5, 1, 0, 0, 1, 4, 12, 0
> CC(=NCCc1ccccc1)c1c(O)[nH]c(=O)[nH]c1=O
→ 8, 3, 1, 26, -18, -7, 15, 3, -9

Additional entries follow:
mol | M5 PAM | M4 antag | CHRM4 agonist | TAAR1 ag | CHRM1 antagonist | CHRM1 agonist | CHRM1 PAM | M5 antag | CHRM5 agonist
O=C1CC(c2ccccc2)CC(O)=C1C=NCCN1CCN(C(=O)Cc2ccccc2)CC1 (stereo not drawn) | -4 | -2 | 2 | 7 | -18 | -4 | 11 | -1 | -6
CCN(CC(=O)Nc1ccc(NC(C)=O)cc1)C(=O)CSC(c1ccccc1)c1ccccc1 | 0 | 1 | 8 | -2 | -7 | 2 | 14 | 4 | 0
O=C1/C(=C\c2ccc3c(c2)OCO3)N2CCC1CC2 | 1 | 5 | 0 | x | -1 | -6 | 1 | -3 | -1
COc1ccc(-n2c(-c3ccccc3)nc3ccccc3c2=O)cc1 | 15 | -2 | 1 | -2 | -8 | -6 | 5 | -16 | -1
CN1C(=O)N(C)C(=O)C2(Cc3cc([N+](=O)[O-])ccc3N(C)C2c2ccccc2)C1=O (stereo not drawn) | 1 | 6 | 0 | 2 | -8 | -4 | 12 | 6 | -1
CC(C)C(NC(=O)C(C(C)C)N(C)C)C(=O)N(C)C(C(=O)N1CCCC1C(=O)N1CCCC1C(=O)NCc1ccccc1)C(C)C (stereo not drawn) | 13 | -10 | 1 | 1 | -20 | -5 | 7 | 1 | -3
COc1ccccc1CN1CCN(C(=O)COc2cccc(C)c2)CC1 | -2 | -6 | 1 | 11 | -13 | -5 | 7 | 4 | -6
COC(=O)C1=C(c2ccc(F)cc2OCc2ccccc2)C[C@@H]2CC[C@H]1N2C(=O)NCCOc1ccccc1Cl | 0 | 7 | 2 | 14 | -9 | -1 | 10 | -4 | -1
CCSc1nnc([C@@H](N)Cc2ccccc2)o1 | -1 | 6 | 0 | 14 | -5 | -4 | 3 | -1 | 1
O=[N+]([O-])c1cc(F)c(N2CCCCC2)cc1Br | -3 | 2 | 1 | 6 | -12 | -1 | 10 | 15 | -1
Cc1ccc(OP(=O)(O)Oc2ccc(C)cc2)cc1 | 2 | 11 | 0 | 1 | -7 | -1 | 7 | -3 | -6
C#CCOC(=O)C1=CCCN(C)C1 | -16 | 74* | 70* | 12 | 83 | 106* | -14 | 97* | 97*
CC(=O)NC1CC2CCC(C1)N2 (stereo not drawn) | 5 | 2 | 0 | 3 | -7 | -6 | 10 | -9 | 0
Oc1ccc(Br)cc1CN1CCN(c2ccccc2)CC1 | -1 | -7 | -1 | 5 | -8 | -4 | 4 | -4 | -3
COc1ccc(C(=O)C2CCCN(Cc3ccon3)C2)cc1OC (stereo not drawn) | -4 | 4 | 1 | 7 | 3 | -12 | 6 | 4 | -2
CC1=CC(O)C(O)C2(C)C1CC1OC(=O)CC3C(C)C(O)C(=O)C2C13CO (stereo not drawn) | -3 | 1 | 0 | x | -15 | -2 | 7 | 14 | 0
COc1ccc(-n2c(-c3ccc(C)cc3)nc3ccccc3c2=O)cc1 | 5 | -11 | 4 | -1 | 5 | -7 | 0 | 11 | -7
OC1(c2cccnc2)CC2CCC(C1)N2Cc1nnnn1Cc1ccccc1 (stereo not drawn) | 7 | -5 | 1 | 6 | -18 | -5 | 1 | 2 | -3
CN(C)c1ccc(C2C3C=CC(C3)C2(C#N)C(=O)O)c(Br)c1 (stereo not drawn) | 1 | -3 | 1 | -1 | -17 | -2 | 14 | 3 | 2
